Bioassay records deposited in PubChem by The Scripps Research Institute Molecular Screening Center.
OXTR potentiate – human OXTR potentiators, primary screen, fluorescence, CHO-OTR cells, Fluo-8 calcium | Oxytocin receptor (Homo sapiens), P30559 | Fluo-8 calcium fluorescence, potentiator mode; 0% = oxytocin EC15, 100% = EC100 | activation, % at 3 µM | 320,000 tested, 0.061% active | AID 2445, 2010;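 active means activation above that plate's cutoff, the mean activation of tested compounds plus 3 SD, cut at about 6.6% in these data, passing the limit was not always enough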;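 further: 100% uses oxytocin at 75 nM as the full agonist control; some results filed as inactive read as strong as hits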
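Assay system: CHO cell line stably expressing human OTR. Reagent: EC15 oxytocin agonist. Dosing: single dose, 3.0 µM nominal final compound concentration. Timing: compound 6 min at room temperature before oxytocin, 100 s read. Signal: kinetic Fluo-8 calcium fluorescence. Controls: oxytocin EC15 low and EC100 high.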
V1R ag counter – agonists of human V1a receptor, primary screen, counter-screen for OXTR agonist project, fluorescence, CHO-V1R cells | Vasopressin V1a receptor (Homo sapiens), P37288 | activation, % at 3 µM | Fluo-8 calcium fluorescence, agonist mode; 0% DMSO, 100% 3 nM vasopressin | 320,000 tested, 0.25% active;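 active means activation above the mean activation of all tested compounds plus 3 SD, per screening run, cut at about 20% in these data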;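 further: signal is peak over basal fluorescence ratio across a 100 second FLIPR read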
Target sequence (P37288 whole entry, looked up): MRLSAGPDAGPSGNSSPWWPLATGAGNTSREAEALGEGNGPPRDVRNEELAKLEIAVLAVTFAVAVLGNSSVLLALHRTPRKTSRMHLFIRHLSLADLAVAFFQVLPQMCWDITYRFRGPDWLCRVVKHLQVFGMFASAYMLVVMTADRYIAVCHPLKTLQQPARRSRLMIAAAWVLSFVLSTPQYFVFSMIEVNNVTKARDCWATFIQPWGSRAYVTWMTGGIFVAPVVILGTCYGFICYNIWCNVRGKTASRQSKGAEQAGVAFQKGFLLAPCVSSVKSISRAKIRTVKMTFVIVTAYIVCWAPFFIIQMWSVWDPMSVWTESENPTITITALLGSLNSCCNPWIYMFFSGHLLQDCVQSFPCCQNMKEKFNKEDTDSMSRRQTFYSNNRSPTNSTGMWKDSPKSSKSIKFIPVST
CHO parental Ca – ATP-evoked calcium signal inhibitors, parental CHO, primary screen, counter-screen for OX1R antagonist project, cell-based, fluorescence, Fluo-8 calcium dye | parental CHO-K1, ATP-induced calcium, Fluo-8 fluorescence | inhibition, % at 5.6 µM | 330,000 tested, 0.63% active | AID 463079, 2010;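 active means inhibition above that plate's mean sample inhibition plus 3 SD, cut at about 26% in these data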;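 further: 0% = ATP-challenged DMSO wells and 100% = DMSO wells without ATP; some compounds past the cut are filed as inactive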
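Material: Parental CHO cells | Reagent: ATP | Compound dosing: Single nominal dose of 5.6 µM per compound | Detection: Intracellular calcium via Fluo-8 no-wash fluorescent dye | Read-out: % inhibition of ATP-induced calcium mobilization | Benchmarks: Low control ATP plus DMSO, high control DMSO only | Replicates: Singlicate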
TAAR1 agonist – human TAAR1 agonists, primary screen, Fluo-8 calcium fluorescence, CHO RD-HGA16 cells | Trace amine-associated receptor 1 (Homo sapiens), Q96RJ0 | vehicle wells 0%, saturating PEA agonist 100% | activation, % at 3 µM | 360,000 tested, 0.99% active | AID 624467, 2012;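 active means activation above the mean activation of all test compounds in the run plus 3 SD, cut at about 38% in these data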
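Repeats: no replicates (n 1) | Material: CHO-derived RD-HGA16 cells with stable Gα16 and human TAAR1 | Technique: Kinetic Fluo-8 calcium fluorescence | Schedule: 17-24 h seeding, 75 min 37 °C dye, 30 min RT | Evaluation: % activation from peak over basal fluorescence ratio, DMSO-to-PEA scaled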
CHRM1 antagonist – human M1 muscarinic receptor antagonists, primary screen, CHO-K1 cells, Fluo-8 calcium fluorescence, 1536-well | Muscarinic acetylcholine receptor M1 (Homo sapiens), P11229 | inhibition, % at 3 µM | CHO-K1 hM1, ACh EC80 antagonist | 360,000 tested, 1.3% active;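 active means percent inhibition above its own plate's cutoff, namely the mean of that plate's compound wells plus 3 SD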;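 further: peak over basal fluorescence ratio during 140 s after agonist addition; 0% = ACh EC80 plus DMSO and 100% = DMSO alone without agonist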
Target sequence (P11229 whole entry, looked up): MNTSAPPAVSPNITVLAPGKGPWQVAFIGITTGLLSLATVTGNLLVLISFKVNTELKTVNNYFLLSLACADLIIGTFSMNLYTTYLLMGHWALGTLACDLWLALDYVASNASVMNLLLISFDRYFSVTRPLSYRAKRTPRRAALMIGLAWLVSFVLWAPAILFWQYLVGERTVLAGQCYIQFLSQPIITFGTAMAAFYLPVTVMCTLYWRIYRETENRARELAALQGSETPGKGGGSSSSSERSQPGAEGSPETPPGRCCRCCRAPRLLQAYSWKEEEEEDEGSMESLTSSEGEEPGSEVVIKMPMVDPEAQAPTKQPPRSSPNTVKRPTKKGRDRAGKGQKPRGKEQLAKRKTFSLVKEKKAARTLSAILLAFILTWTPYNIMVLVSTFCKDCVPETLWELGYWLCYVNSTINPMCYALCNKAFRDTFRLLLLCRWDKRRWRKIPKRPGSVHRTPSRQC
OXTR agonist – human OXTR agonists, primary screen, fluorescence, CHO-OTR cells, Fluo-8 calcium; 320,000 tested, 0.32% active; Fluo-8 calcium fluorescence; normalized: DMSO 0%, oxytocin 100%; activation, % at 3 µM; Oxytocin receptor (Homo sapiens), P30559;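 active means activation above the mean of all tested compounds plus 3 SD, cutoff set per screening run, cut at about 20% in these data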;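 further: peak over basal fluorescence ratio from a 100 s FLIPR kinetic read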
CHRM1 agonist – human M1 muscarinic receptor agonists, primary screen, Fluo-8 calcium fluorescence, CHO-K1 cells, HTS; activation, % at 3 µM; CHO-K1 hM1, agonist mode; 0% DMSO, 100% acetylcholine EC100; 360,000 tested, 0.33% active; AID 588814, 2011;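 active means activation above the run's mean compound activation plus 3 SD, cut at about 16% in these data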;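 further: peak over basal fluorescence ratio within a 140 s kinetic read after compound addition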
M1 PAM – human M1 muscarinic receptor positive allosteric modulators, primary screen, CHO-K1 cells, Fluo-8 calcium fluorescence, 1536-well; Muscarinic acetylcholine receptor M1 (Homo sapiens), P11229; CHO-K1 hM1, ACh EC20; 0% = ACh EC20, 100% = maximal ACh; activation, % at 3 µM; 360,000 tested, 0.088% active; in the data active means activation above about 19%, passing the limit was not always enough
TAAR1 antag – human TAAR1 antagonists, primary screen, Fluo-8 calcium fluorescence, CHO RD-HGA16 cells | inhibition, % at 3 µM | antagonist | 360,000 tested, 1.5% active | Trace amine-associated receptor 1 (Homo sapiens), Q96RJ0;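 active means inhibition above a per-plate cutoff, the mean inhibition of test compounds on that plate plus 3 SD, cut at about 49% in these data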;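 further: 0% = DMSO plus EC80 beta-PEA response and 100% = DMSO alone without agonist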
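Test system – hTAAR1-expressing CHO RD-HGA16 cells, Gα16-coupled · Also added – β-PEA at EC80 concentration, post-compound challenge · Compound – 3 µM, single point · Incubation – dye loading 75 min at 37 °C, then 30 min room temperature · Measured by – Fluo-8 intracellular calcium dye fluorescence, real-time kinetic reads · Benchmarks – vehicle and agonist controls · Replicates – singlicate, one well per test compound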
The depositor's hits bear a star; / = no result given.

SMILES	OXTR potentiate	V1R ag counter	CHO parental Ca	TAAR1 agonist	CHRM1 antagonist	OXTR agonist	CHRM1 agonist	M1 PAM	TAAR1 antag
COCCNC(=O)CSc1nc2ccccc2c(=O)n1CC1CCCO1 (configuration not stated)	-9	0.3	6	8	-14	-0.4	-3	11	-15
CCOc1ccc(/C(O)=C2/C(=O)C(=O)N(c3ncccn3)C2c2ccccc2)cc1 (configuration not stated)	-2	-0.7	-8	1	6	0.7	-5	-1	-1
CCC12CN3CC(CC)(CN(C1)C31C(=O)N(C)c3ccc(C)cc31)C2=O (configuration not stated)	-7	0.7	-20	12	-11	-0.5	-3	8	-8
COc1ccc2c(c1)N(C)/C(=C1/SC(=NCc3ccccc3)N(c3ccccc3)C1=O)S2	1	0.9	-4	3	-3	0.9	-2	7	-14
COC(=O)c1sc(N2C(=O)c3oc4ccccc4c(=O)c3C2c2cccc(O)c2)nc1C (configuration not stated)	-5	0.8	-6	1	0	0.4	-2	8	1
COC(=O)CCn1nc(-c2ccc(C)cc2)c2ccccc2c1=O	-8	-2.3	-16	0	5	-1.2	-5	0	-28
COc1cccc(CNC(=O)Cn2cccc2)c1	-3	0.4	-3	8	5	-0.8	-3	-2	-11
CN(CC1CCOCC1)C(=O)CC1C(=O)NCCN1Cc1cccc(F)c1 (configuration not stated)	-10	3.3	0	2	-5	-0.2	-2	4	-10
O=C(CCC(=O)N(CC(=O)NC1CCCC1)Cc1ccc2c(c1)OCO2)Nc1ccccn1	-3	0.7	-23	4	-18	-1.5	-3	6	13
Cc1cccc(OCC(=O)Nc2ccc(S(=O)(=O)N3CCCC3)cc2)c1	-15	6.4	-11	9	-6	4.2	-1	3	-4
CCCCn1c2ccc(F)cc2c2nnc(SCCN3CCCCC3)nc21	/	/	/	-2	18	/	-9	-15	-34
CCn1cc(Cl)c(C(=O)Nc2c(C)nn(Cc3c(F)c(F)c(F)c(F)c3F)c2C)n1	/	/	/	2	-2	/	0	4	-24
CCCCc1nccn1CCn1ccnc1CCCC	2	-0.4	0	0	-5	-0.7	-5	4	10
CCOc1cc(-c2c(C#N)c(=O)[nH]c3c2c(C)nn3-c2ccc(F)cc2)ccc1O	-5	0.4	5	3	-11	-0.1	-2	10	-4
Cc1ccc(-c2nnnn2-c2ccccc2C(=O)O)cc1	2	0.7	8	2	-9	0.3	0	6	2
Cc1cc(C(=O)N2CCN(S(=O)(=O)c3ccc(C)c(C)c3)CC2)no1	/	/	/	2	17	/	-4	-7	5
COc1ccc(OC)c(C(=O)/C=C/c2cccnc2)c1	6	1.1	2	-1	9	0.5	-5	-4	3
COc1ccc(NC(=O)CSc2nc3sc(C)c(C)c3c(=O)n2Cc2ccco2)cc1	7	0.1	-13	/	-2	0.2	0	2	/
CC1CC(C)(C)N2C(=O)C3(Nc4ccccc4S3)c3cccc1c32 (configuration not stated)	0	-0.7	-16	/	1	-1.2	-3	1	/
Cc1nc2ccccn2c1-c1csc(Nc2cccc(O)c2)n1	/	/	/	2	-2	/	-4	1	55*
COc1ccc(N2CCN(C(CNC(=O)C(C)(C)C)c3cccnc3)CC2)cc1 (configuration not stated)	-9	-0.1	6	5	-2	0.5	-7	2	-11
CCN(CC1CCCN(CCc2cccc(F)c2)C1)C(=O)c1cc2ccccc2o1 (configuration not stated)	-20	1.0	-21	0	53*	-1.6	-5	-23	-9
CCc1c(O)nc(SCC(=O)N2CCOCC2)n(-c2ccccc2)c1=O	3	-0.1	-5	17	-2	0.3	-5	6	7
O=C(Oc1ccc(/C=N/NC(=O)c2ccccn2)cc1)c1cccc(Br)c1	/	/	/	-1	-7	/	-1	2	-2
O=C(Cn1cnc2c(nnn2Cc2ccccc2)c1=O)c1ccc(Cl)cc1	-7	3.3	4	2	-13	1.0	0	5	14
Next results
SMILES	OXTR potentiate	V1R ag counter	CHO parental Ca	TAAR1 agonist	CHRM1 antagonist	OXTR agonist	CHRM1 agonist	M1 PAM	TAAR1 antag
CCC(C(=O)OCC(=O)Nc1cc(Cl)ccc1Cl)c1ccccc1 (configuration not stated)	-7	-0.2	-31	5	-5	-1.4	-7	0	36
CN(Cc1ccccc1)C(=O)COC(=O)c1ccc(S(=O)(=O)N(C)C)cc1	-13	2.8	-17	3	-11	2.1	-12	11	-2
COc1ccc(COCC(O)CN2CCC(C(N)=O)CC2)cc1OC (configuration not stated)	-5	1.0	8	6	-6	0.6	-5	10	-2
CCC(c1nnnn1C(C)(C)C)N(Cc1cccs1)Cc1cc2cc(C)c(C)cc2n2nnnc12 (configuration not stated)	-14	0.3	-17	/	/	1.0	/	/	/
Cc1ccccc1S(=O)(=O)Nc1ncnc2ccccc12	-8	1.3	-3	2	-8	0.5	-4	8	6
Cc1cc(C)cc(NC(=S)N2CC(C)OC(C)C2)c1 (configuration not stated)	/	/	/	21	-14	/	-3	7	-14
COc1ccc(C(C(=O)NC(C)(C)C)N(C[C@H]2CC[C@@H]([C@@H]3CC[C@H](CO)O3)O2)C(=O)c2ccccc2)cc1 (some centres not stated)	/	/	-11	0	-19	/	2	13	-12
C[C@H](O)C(=O)C1=Nc2c(nc(N)[nH]c2=O)NC1	-1	0.9	-9	0	-26	1.4	-1	8	6
COC(C/C=C/[C@@H](O)[C@@H](C)OCc1ccccc1)OC	-1	1.1	-17	5	-2	1.8	-1	8	-22
O=C(Nc1nccs1)c1ccc(N2C(=O)C3CCCCC3C2=O)cc1 (configuration not stated)	-4	1.9	-8	8	19	3.8	-3	-7	-10
Cc1cc2oc(=O)c3c(c2cc1OC(=O)c1ccco1)CCCC3	-23	-0.3	-3	4	-12	-1.3	-1	8	-22
OCCN1CCN(CC/C=C2/c3ccccc3CSc3ccccc32)CC1	-13	1.7	-8	5	12	0.3	-7	-13	-20
NC(=O)c1cc(S(=O)(=O)Nc2ccccc2)cs1	-6	0.6	-14	6	-6	-0.3	-2	14	-16
O=C(CSc1ncccc1C(=O)O)NC12CC3CC(CC(C3)C1)C2	2	0.9	-7	6	-2	0.6	-2	3	13
CCOc1cc2[nH]c(=O)n(CC3CCC(C(=O)NCCC(C)C)CC3)c(=O)c2cc1OCC (configuration not stated)	/	/	/	-1	2	/	-1	3	-30
COc1ccc(N2CCN(S(=O)(=O)c3c(C(=O)N4CCOCC4)c(C)n(C)c3C)CC2)cc1	-6	-0.9	-8	1	4	-0.2	-3	0	-22
CC1CCN(S(=O)(=O)c2ccc(NC(=O)Cc3cccs3)cc2)CC1	-7	2.3	-9	22	0	2.6	4	-10	8
O=C(O[C@H]1[C@H](Cc2ccccc2)NS(=O)(=O)[C@H]2C[C@@H]3C=C[C@]12O3)c1ccc([N+](=O)[O-])cc1	-4	0.7	-11	6	2	2.1	0	-3	11
Cc1nnc(SCC(=O)NCc2ccc(F)cc2)[nH]c1=O	-6	0.2	2	2	-5	1.0	-5	6	4
CCOc1ccc(NC(=O)CN(C)c2ccc(S(=O)(=O)N(C(C)C)C(C)C)cn2)cc1OCC	-11	-0.5	-9	16	1	-2.0	-1	3	-2
O=C(Nc1ccc([N+](=O)[O-])cc1)N1CCN(C(=O)C2CCCO2)CC1 (configuration not stated)	0	-0.1	0	1	-7	1.6	-2	12	-10
Oc1ccc(/C=C/c2ccc3cccc(O)c3n2)cc1Br	-11	4.7	8	2	-1	5.3	4	2	12
O=C(NN1CCOCC1)c1ccc(F)cc1	6	0.0	-16	2	-2	-0.1	-3	0	-21
Cc1cccc2c1OCC/C2=N\NC(=O)COc1ccccc1	-4	-0.9	-12	10	-3	-1.6	-5	3	-4
CC(C)(C)C(=O)[C@H]1[C@H](c2ccccc2)[C@@]2(N=C(c3ccccc3)OC2=O)C2c3ccccc3C=NN21 (some centres not stated)	-6	-1.0	-14	4	-10	-2.3	-6	8	-1
CS(=O)(=O)N1CCC(c2noc(-c3ccc(C(F)(F)F)cc3)n2)CC1	-30	9.4	6	4	-4	15	0	6	-24
CCOc1ccc2nc(SCC(=O)N(C)C)[nH]c2c1	-12	-0.5	-20	3	-20	-0.4	-3	9	-6

Among those listed so far, these contain an aryl methoxy group.
SMILES	OXTR potentiate	V1R ag counter	CHO parental Ca	TAAR1 agonist	CHRM1 antagonist	OXTR agonist	CHRM1 agonist	M1 PAM	TAAR1 antag
COc1ccc2c(c1)N(C)/C(=C1/SC(=NCc3ccccc3)N(c3ccccc3)C1=O)S2	1	0.9	-4	3	-3	0.9	-2	7	-14
COc1cccc(CNC(=O)Cn2cccc2)c1	-3	0.4	-3	8	5	-0.8	-3	-2	-11
COc1ccc(OC)c(C(=O)/C=C/c2cccnc2)c1	6	1.1	2	-1	9	0.5	-5	-4	3
COc1ccc(NC(=O)CSc2nc3sc(C)c(C)c3c(=O)n2Cc2ccco2)cc1	7	0.1	-13	/	-2	0.2	0	2	/
COc1ccc(N2CCN(C(CNC(=O)C(C)(C)C)c3cccnc3)CC2)cc1 (configuration not stated)	-9	-0.1	6	5	-2	0.5	-7	2	-11
COc1ccc(COCC(O)CN2CCC(C(N)=O)CC2)cc1OC (configuration not stated)	-5	1.0	8	6	-6	0.6	-5	10	-2
COc1ccc(C(C(=O)NC(C)(C)C)N(C[C@H]2CC[C@@H]([C@@H]3CC[C@H](CO)O3)O2)C(=O)c2ccccc2)cc1 (some centres not stated)	/	/	-11	0	-19	/	2	13	-12
COc1ccc(N2CCN(S(=O)(=O)c3c(C(=O)N4CCOCC4)c(C)n(C)c3C)CC2)cc1	-6	-0.9	-8	1	4	-0.2	-3	0	-22
